Pf growth 96h = P. falciparum growth inhibition at 96 hour, primary screen for plastid delayed-death inhibitors; P. falciparum luciferase reporter growth, 96 h; Potency, µM (titrated, usually from 28.7 µM), for the others: top-dose activity change, negative = inhibition, most hits filed as inhibitors; AID 504834; 320,000 tested, 6.9% active
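Delayed-death screen, second-generation endpoint: infected erythrocytes, 2% hematocrit, 0.05% parasitemia final; 96 hours at 37 C, 5% CO2; luciferase detection reagent; luminescence decrease equals reduced growth.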
Tb PYK inh = blocks Trypanosoma brucei pyruvate kinase | 410,000 tested, 0.12% active | TbPYK enzyme, Kinase-Glo Plus ATP luminescence, 45 min | Q57TT1 | Potency, µM (titrated, usually from 76.8 µM), inactives show top-dose activity, negative = inhibition, hits mostly inhibitors; further: nearly all actives have a fitted effect of over 50% in size
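Quantitative HTS: titrated library compounds versus trypanosomal pyruvate kinase in TEA buffer (pH 7.2) containing KCl, MgCl2, BSA and Tween-20. Reactions were initiated with ADP, 130 uM final. Kinase-Glo Plus luminescence was read after 45 min at RT.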
Sm TGR block = blocks Schistosoma mansoni thioredoxin glutathione reductase; Potency, µM (doses to about 114 µM), without a hit: at the top dose activity change, negative = inhibition, hits mostly inhibitors; Q962Y6; 360,000 tested, 3% active; purified TGR, DTNB reduction, TNB absorbance 405 nm; further: nearly all actives have a fitted effect of over 60% in size
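TGR 20 nM + NADPH 100 uM (dispensed conc.), cpd preinc 15 min RT; start with NADPH (500 uM addition) then DTNB (15 mM addition). Kinetic TNB absorbance, 405 nm filter. Four-parameter Hill fit across titration.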
HCV inhibitor = inhibitors of hepatitis C virus infection; AID 651820; 340,000 tested, 3.4% active; Potency, µM (top dose mostly 41.8 µM), for the others: top-dose activity change, negative = inhibition, most hits filed as inhibitors; Huh7.5.1 HCVcc-Cre infection, luciferase reporter, 44 h
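Luciferase read-out (15 sec integration) after a 15 min room-temperature substrate step quantifies HCVcc-Cre infection. Cells, 1,000 per well, had compound added 4 h post-plating, then virus at ~0.5 moi, and were cultured 44 h.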
Pf growth 48h = inhibits P. falciparum growth in the first generation, 48 h. P. falciparum luciferase growth in erythrocytes, 48 h. Potency, µM (series often up to 28.7 µM), for the others: at the top dose activity change, negative = inhibition, usual class: inhibitors. 310,000 tested, 5.9% active
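In quantitative HTS format, infected erythrocytes bearing luciferase-reporter parasites were treated for a single generation at 37 C. Luminescence after adding detection reagent served as the growth measure.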
LmPK inh = LmPK (Leishmania mexicana) enzyme inhibition | purified LmPK, Kinase-Glo ATP luminescence, 1 h | Q27686 | 290,000 tested, 0.37% active | Potency, µM (top dose mostly 57.5 µM), without a hit: at the highest dose activity change, negative = inhibition, actives largely listed as inhibitors | AID 1721
Target sequence (Q27686 whole entry, looked up): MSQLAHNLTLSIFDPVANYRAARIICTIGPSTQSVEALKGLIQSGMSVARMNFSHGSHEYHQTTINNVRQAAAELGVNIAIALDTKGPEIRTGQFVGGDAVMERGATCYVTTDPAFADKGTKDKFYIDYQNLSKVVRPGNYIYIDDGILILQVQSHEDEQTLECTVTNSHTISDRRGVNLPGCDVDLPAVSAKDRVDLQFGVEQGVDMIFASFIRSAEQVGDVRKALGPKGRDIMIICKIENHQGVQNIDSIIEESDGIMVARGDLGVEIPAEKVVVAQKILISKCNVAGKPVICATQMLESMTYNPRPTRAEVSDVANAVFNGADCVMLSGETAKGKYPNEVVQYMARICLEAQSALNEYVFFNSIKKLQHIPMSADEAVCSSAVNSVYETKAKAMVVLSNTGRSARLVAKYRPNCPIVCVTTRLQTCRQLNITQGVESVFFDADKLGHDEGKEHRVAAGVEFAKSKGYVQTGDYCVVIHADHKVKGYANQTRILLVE
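ATP generated from ADP (0.1 mM) and PEP (0.5 mM) by 0.1 nM LmPK over 1 h at room temperature (pH 7.2 imidazole buffer) was detected by coupled luciferase luminescence. Values were normalized to uninhibited and no-enzyme wells.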
Numbers without * were called inactive; ? = inconclusive; . = no result given; & = joins results of further samples; [ ] = dose if it differs, or a comment. The call rests on the fitted dose curve; in most records, active means well fitted curve in the direction sought with a large enough effect; inconclusive means small, poorly fitted or top-dose-only effect, or another doubt; inactive means no such curve, though single readings can be large; an effect the other way counts as inactive or inconclusive. On the % scale 0 is the no-effect control and ±100 the full control effect; potency means the concentration at half of the fitted maximal effect.

#	Molecule	Pf growth 96h	Tb PYK inh	Sm TGR block	HCV inhibitor	Pf growth 48h	LmPK inh
1	O=C(CSc1ccc(-c2ccccn2)nn1)N1CCc2ccccc21	22%	2%	-22%	?	4%	2%
2	O=c1[nH]c(-c2ccccc2)nc2sc(-c3ccccc3)cc12	314%[activator]	0%	11%	-22%	180%[activator]	0%
3	O=C(CCS(=O)(=O)c1cc(Br)cc2c1N(C(=O)C1CC1)CC2)NCc1ccco1	10%	0%	?	?	8.3µM*	4%
4	CCOc1ccccc1NC(=O)CSc1nccn1-c1ccccc1	36%[activator]	-2%	1%	-22%	?	3%
5	Cc1nc(C)c(/C(O)=C\c2nc3ccc([N+](=O)[O-])cc3oc2=O)o1	68%[activator]	-1%	?	1%	34%[activator]	2%
6	NC(=O)C1CCCN(C(=O)c2ccc(Cl)cc2)C1 (centres undefined)	28%	-23%	-3%	9%	2%	-2%
7	Cc1ccc(CNC(=O)c2ccc3c(=O)c(O)c(-c4ccc(C)cc4)[nH]c3c2)cc1	-6%	5%	7%	?	4%	2%
8	CCn1c(/N=C/c2ccccc2O)nc2ccccc21	?	-10%	27%	28%	7%	-18%
9	CCOC(=O)c1ccc(NC(=O)CSc2nnc(CNC(=O)c3ccco3)o2)cc1	-20%	-2%	-5%	6%	26%	-2%
10	Cn1c(-c2cccc([N+](=O)[O-])c2)cnc1NCc1cccc([N+](=O)[O-])c1	7%	23%	0%	-28%	0%	1%
11	Cc1ccc(-n2nc3c(=O)n(CCCC(=O)N4CCC(C)CC4)nc(C)c3c2C)cc1	-1%	0%	0%	-16%	?	0%
12	O=C(Nc1ccccc1C(F)(F)F)c1cc(-c2ccc(O)cc2)on1	76%[activator]	2%	-31%	2%	118%[activator]	1%
13	COc1cccc(-c2c(C#N)c(N)nc3c2c(C)nn3-c2ccccc2)c1O	0.52µM*	-4%	-12%	?	0.37µM*	4%
14	Nn1c(Cc2cccc3ccccc23)nnc1SC1CCOC1=O (centres undefined)	.	-16%	-9%	0%	2%	15%
15	COCCCNC(=O)C1CCCN(S(C)(=O)=O)C1 (centres undefined)	?	2%	1%	27%	0%	1%
16	CCCC(=O)Nc1sc(C)c(-c2ccc(C(C)CC)cc2)c1C#N (centres undefined)	1%	6%	38%[activator]	2%	6%	-1%
17	Cc1cccc(CC(=O)NCCN2CCCCC2)c1	?	0%	?	33%[activator]	-17%	-1%
18	Cc1ccc(S(=O)(=O)Nc2ccccc2F)cc1C(=O)NNC(=O)c1ccccc1O	6%	-2%	-23%	?	-3%	.
19	COc1ccc(-n2c(=O)c3c4c(sc3n3c(=S)[nH]nc23)CCCC4)cc1	?	?	-2%	6%	8%	-10%
20	CN(C)c1ccc(C=C2C(=O)NC(=O)NC2=O)cc1[N+](=O)[O-]	6%	?	2%	12%	13%	-1%
21	O=C1CC(c2ccc3ccccc3c2)NN1 (centres undefined)	?	-12%	-10%	?	1%	.
22	CCOC(=O)c1cccc(Nc2nc(C)cc(C)n2)c1	-14%	-9%	-2%	?	25%	-1%
23	Cc1ccc(SC(CC(=O)c2ccc(C(C)(C)C)cc2)C(=O)O)cc1 (centres undefined)	-7%	-16%	2µM*	-6%	-19%	3%
24	O=C1CN(S(=O)(=O)c2cccc(Cl)c2Cl)c2ccccc2N1	20%	-6%	-6%	0%	-3%	5%
25	Cc1c(C(=O)NC(C)c2ccc(-n3ccnc3)cc2)cccc1[N+](=O)[O-] (centres undefined)	?	0%	-18%	-26%	?	-6%
26	Cc1cc2ccccn2c1C(=O)c1ccc(Cl)cc1	-3%	1%	-1%	?	-2%	-3%
27	CCOC(=O)C1=C(c2ccccc2)N=c2s/c(=C\c3cc(OC)c(OC)c(OC)c3)c(=O)n2C1c1cccs1 (centres undefined)	?	3%	12%	-15%	0.66µM*	2%
28	O=C(Nc1ccc(-c2csc(Nc3ccc(Cl)cc3)n2)cc1)c1cccc(C(F)(F)F)c1	10µM*	6%	-2%	11µM*	?	-1%
29	Cc1cccc2c3nc4ccccc4nc3n(C)c12	55%[activator]	-2%	21%	-32%	76%[activator]	-3%
30	CC1CCCN(C(=O)CN2C(=O)c3ccccc3S2(=O)=O)C1 (centres undefined)	309%[activator]	3%	-4%	-5%	270%[activator]	.

In another format: entries from further up
26) Cc1cc2ccccn2c1C(=O)c1ccc(Cl)cc1
27) CCOC(=O)C1=C(c2ccccc2)N=c2s/c(=C\c3cc(OC)c(OC)c(OC)c3)c(=O)n2C1c1cccs1 (centres undefined)

assay / entry | 26 | 27
Pf growth 96h | -3% | ?
Tb PYK inh | 1% | 3%
Sm TGR block | -1% | 12%
HCV inhibitor | ? | -15%
Pf growth 48h | -2% | 0.66µM*
LmPK inh | -3% | 2%

Next section
#	Molecule	Pf growth 96h	Tb PYK inh	Sm TGR block	HCV inhibitor	Pf growth 48h	LmPK inh
31	Cc1cc2nc(/C(C#N)=C\c3ccc(-c4ccccc4C(=O)O)o3)[nH]c2cc1C	?	-5%	-16%	8%	48%[activator]	1%
32	Cc1cc(OCC(=O)NCCCN(C)C)cc(C)c1Br	?	-3%	-12%	?	?	-3%
33	Cc1cc(Cl)c2oc(C(=O)N(C)C(C)c3ccccn3)c(C)c2c1 (centres undefined)	-22%	-10%	-26%	-29%	9%	-9%
34	OC(COc1ccc(Br)cc1)Cn1ccnc1 (centres undefined)	77%[activator]	-3%	2%	0%	1%	1%
35	COc1ccc(C(=O)N(C)C2CCCCC2)cc1OC1CCN(C(C)C)CC1	4%	-9%	-3%	25%	5%	2%
36	Clc1ccc(OCCSCc2nc3ccccc3[nH]2)cc1	?	6%	2%	?	?	4%
37	CCOc1ccc(NC(=O)CSc2ccc3nnc(-c4cccnc4)n3n2)cc1	0%	-4%	7%	-8%	?	0%
38	O=C(NCc1ccccn1)c1cnc2sccn2c1=O	-25%	2%	0%	11%	18%	-3%
39	Cc1ccc(CSc2ccc(C(=O)N3CCOCC3)cc2[N+](=O)[O-])cc1	-60%	-1%	1%	10%	16%	5%
40	NC(=O)CSC1=Nc2ccccc2C2=NC(c3ccccc3)C(=O)N12 (centres undefined)	?	-1%	-1%	-12%	2%	8%
41	COC(=O)c1cc(CN2CCN(c3ccccc3)CC2)ccc1O	?	7%	-7%	2%	15%	3%
42	COC(=O)c1ccccc1NC(=O)NCCc1ccccc1OC	32%[activator]	0%	-3%	-1%	154%[activator]	-11%
43	CCCCN1C(=O)c2ccc(C(=O)Nc3ccccc3N3CCOCC3)cc2C1=O	-13%	3%	8%	-18%	-16%	-2%
44	c1ccc(CN2CCC3(CC2)Nc2ccccc2S3)cc1	23%	10%	3%	0%	5%	7%
45	Cc1csc(Nc2ccc(Cl)cc2)n1	?	-5%	0%	-5%	45%[activator]	2%
46	COc1ccc(Cc2nnc(NC(=O)CSc3ccccc3)s2)cc1OC	?	3%	0%	-6%	-19%	0%
47	COc1ccc(C(=O)NC2CCN(C(=S)Nc3ccc(C)cc3)CC2)cc1	14%	-4%	9%	-2%	15%	3%
48	N=c1c(C(=O)NC2CCCCC2)cc2c(=O)n3ccccc3nc2n1Cc1cccnc1	0%	7%	4%	?	?	-1%
49	CCOc1ccc(S(=O)(=O)NCCC(=O)NCCOc2ccccc2OC)cc1	-13%	3%	7%	?	-21%	.
50	CCOC(=O)C1CCN(c2c(Nc3ccc4c(c3)OCCO4)c(=O)c2=O)CC1	-25%	-2%	-12%	2%&-1%	50%[activator]	-4%
51	O=c1cc(CN2CCOCC2)c2ccc(O)c(O)c2o1	-6%	-6%	-7%	3%	-4%	1%
52	CN1CCN(C(=O)C2=C[C@H](C3CCCCC3)C[C@H](OCc3ccc(CO)cc3)O2)CC1	-18%	2%	-28%	10%	?	7%
53	CCCSc1nnc(CSc2nc3nc(C)cc(C)n3n2)o1	-6%	-3%	31%	9%	4%	5%
54	CCOc1ccc(C(=O)COC(=O)CNC(=O)C2CCCCC2)cc1	23%	2%	3%	4%	25%	.
55	NC(=O)c1ccccc1OCc1cccc2ccccc12	27%	-4%	8%	?	21%	1%
56	S=c1[nH]ccn1-c1cccc(Cl)c1Cl	5%	?	2%	6%	0%	?
57	Cc1ccc([C@@H]2C3COCC=C3C(C#N)=C(N)C2(C#N)C#N)o1 (some centres undefined)	?	?	35µM*	2%	?	1%
58	O=C(O)c1ccccc1-c1ccccc1C(=O)Nc1cccc(Br)c1	8%	0%	-26%	?	33%[activator]	2%
59	CCOc1ccccc1N1CCN(C(=O)c2c(Cl)cnn2C)CC1	22%	2%	-18%	-21%	-5%	-5%
60	N#CCCn1cc(C(=O)Nc2ccc(F)cc2)c(-c2ccc([N+](=O)[O-])cc2)n1	32%[activator]	-23%	10%	-10%	19%	-2%
61	O=c1cc(CSCc2ccc(Cl)cc2)[nH]c(=O)[nH]1	-25%	4%	25%	20%	-4%	2%
62	CN(C)Cc1ccc(CNC(=O)c2ccc(Cl)c(S(=O)(=O)NC3CC3)c2)cc1	-4%	4%	-15%	-2%	0%	.
63	CCCOc1cccc(NC(=O)OC2CCN(C)CC2)c1	?	5%	2%	0%	19%	0%
64	Cc1cc(C(=O)Nn2c(C)nc3ccccc3c2=O)ccc1[N+](=O)[O-]	65%[activator]	3%	0%	9%	10%	-14%
65	Cc1cccnc1NC(=O)c1ccc(COc2ccccc2)o1	45%[activator]	6%	-4%	-3%	33%[activator]	0%
66	COC(CNC(=O)C1CC(=O)N(CCc2ccc(C)cc2)C1)OC (centres undefined)	-1%	4%	-21%	6%	30%[activator]	-1%
67	CCCn1c(N)c(C(=O)CSc2nc3ccccc3n2CCC#N)c(=O)n(C)c1=O	?	-6%	2%	15%	-12%	-10%
68	Cc1ccc(C(=O)c2cc3c(cc2N)OCCO3)cc1	-26%	0%	0%	12%	5%	3%
69	CC(C)(C)[C@H]1C=C(C(=O)NC2CC2)O[C@@H](OCCCCO)C1	?	1%	3%	4%	-25%	-3%
70	CCNC(=S)N1CCC(C(=O)c2ccc3c(c2)OCCO3)CC1	0%	-4%	.	5%	-3%	2%
71	O=S(=O)(Nc1cccc(-c2nnco2)c1)c1ccc(Cl)cc1	0%	-1%	-1%	12%	?	5%
72	Cc1ccc(NS(=O)(=O)c2ccc(C(=O)NCC(c3ccco3)N(C)C)cc2)cc1 (centres undefined)	12%	2%	-7%	-3%	-4%	1%
73	CC(=O)Nc1cccc(C(=O)/C=C/c2ccc(/C=C/C(=O)c3cccc(NC(C)=O)c3)cc2)c1	9.3µM*	.	-4%	?	2.9µM*	0%
74	O=C(N/N=C/c1cnc2ccccc2n1)c1cccc(F)c1	20%	6%	1%	-10%	67%[activator]	0%
75	COc1ccc(-c2noc(CN(C)C3CCOCC3)n2)cc1	?	4%	4%	5%	-6%	-8%
76	Cc1cc(C(=O)COC(=O)C2=NNC(=O)CC2)c(C)n1-c1ccccc1	.	-3%	1%	20%	13%	0%

From no. 71 as far as 73, as listed above:
#	Molecule	Pf growth 96h	Tb PYK inh	Sm TGR block	HCV inhibitor	Pf growth 48h	LmPK inh
71	O=S(=O)(Nc1cccc(-c2nnco2)c1)c1ccc(Cl)cc1	0%	-1%	-1%	12%	?	5%
72	Cc1ccc(NS(=O)(=O)c2ccc(C(=O)NCC(c3ccco3)N(C)C)cc2)cc1 (centres undefined)	12%	2%	-7%	-3%	-4%	1%
73	CC(=O)Nc1cccc(C(=O)/C=C/c2ccc(/C=C/C(=O)c3cccc(NC(C)=O)c3)cc2)c1	9.3µM*	.	-4%	?	2.9µM*	0%

3 compounds already listed, arranged by length of the SMILES, highest first:
#	Molecule	Pf growth 96h	Tb PYK inh	Sm TGR block	HCV inhibitor	Pf growth 48h	LmPK inh
9	CCOC(=O)c1ccc(NC(=O)CSc2nnc(CNC(=O)c3ccco3)o2)cc1	-20%	-2%	-5%	6%	26%	-2%
41	COC(=O)c1cc(CN2CCN(c3ccccc3)CC2)ccc1O	?	7%	-7%	2%	15%	3%
44	c1ccc(CN2CCC3(CC2)Nc2ccccc2S3)cc1	23%	10%	3%	0%	5%	7%
